From PubChem BioAssay
Tau fluor counter = counter-screen for tau fibril formation inhibitors; actives 0.93% (n = 280,000); tau K18 P301L Alexa594 fluorescence, heparin fibrillization; AID 1463; Potency, µM (titrated, usually from 57.7 µM), for the others: at the highest dose activity change, negative = decrease; also: nearly all actives have a fitted effect of over 55% in size
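Human tau K18 P301L (15 uM unlabeled, 0.24 uM Alexa 594-labeled) in 100 mM sodium acetate pH 7 with 20 uM heparin, 6 hr at 37 C. ThT 30 uM added, 1 hr ambient; Alexa 594 FP and total fluorescence read at 555/632 nm.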
Tau FP inhib = blocks human tau fibril formation measured by polarization. actives 0.39% (n = 280,000). Potency, µM (top dose mostly 57.7 µM), for inactives: at the highest dose activity, negative = inhibition, most hits filed as inhibitors. K18 P301L tau heparin fibrillization, Alexa594 FP, 6 h. P10636. AID 1468; also: nearly all actives have a fitted effect of over 55% in size
Target sequence (P10636 561-689 P618L limits assumed): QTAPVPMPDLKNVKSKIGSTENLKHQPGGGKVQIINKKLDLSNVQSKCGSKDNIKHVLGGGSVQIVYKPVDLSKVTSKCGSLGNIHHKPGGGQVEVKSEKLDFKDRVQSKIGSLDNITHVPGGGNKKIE
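Heparin (20 uM) drove fibril formation of recombinant tau K18 P301L, 15 uM unlabeled with 0.24 uM Alexa 594 label, for 6 hr at 37 C in 100 mM sodium acetate pH 7. Fluorescence polarization (555/632 nm) read 1 hr after 30 uM ThT.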
Tau ThT inhib = inhibitors of human tau fibril formation, thioflavin T binding; recombinant tau K18 P301L (four-repeat tau fragment), heparin-induced fibrillization, ThT fluorescence; actives 2.1% (n = 270,000); Potency, µM (top dose mostly 57.4 µM), for inactives: top-dose activity, negative = inhibition, most hits filed as inhibitors; also: nearly all actives have a fitted effect of over 55% in size
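Recombinant human tau K18 fragment […] carrying P301L, 15 uM unlabeled plus 0.24 uM Alexa 594-labeled, was fibrillized with 20 uM heparin in 100 mM sodium acetate pH 7 for 6 hr at 37 C; 30 uM ThT fluorescence read after 1 hr.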
Active calls of the source: *; ? = inconclusive. Calls follow the shape of the dose curve; as a rule, active = well fitted curve in the direction sought with a large enough effect; inconclusive = small, poorly fitted or top-dose-only effect, or another doubt; inactive = no such curve, though single readings can be large; an effect the other way counts as inactive or inconclusive. % is scaled to controls: 0 for no effect and ±100 for the full control effect; potency is read from the fitted curve at half-maximal effect.

smiles	Tau fluor counter	Tau FP inhib	Tau ThT inhib
Cc1ccc(NC(=O)c2cc(S(=O)(=O)NCCc3ccc(Cl)cc3)ccc2F)cc1	?	?	?
COc1ccc(Nc2ncnc3c2c(-c2ccccc2)cn3-c2ccc(C)c(Cl)c2)cc1OC	-21%	16%	-10%
CC(Oc1ccccc1)C(=O)Nc1ccc(C(=O)OCc2cc(=O)n3ccsc3n2)cc1 (stereo not drawn)	?	1%	0%
COc1ccc(C)cc1NC(=O)Nc1cc(C(=O)NCc2ccc(C)cc2)ccc1N1CCCC1	-3%	?	0%
COc1ccc(CCNC(=O)CSc2ncc3c(n2)-c2cc(Cl)ccc2N(Cc2ccccc2)S3(=O)=O)cc1OC	-21%	-9%	9%
O=C(NCCc1csc(-c2ccc(C(F)(F)F)cc2)n1)c1ccc(F)c(F)c1	?	?	-3%
COc1cccc(NC(=O)Cn2nc(C)c3c(C)n(-c4ccccc4)nc3c2=O)c1	-6%	-9%	-7%
Cc1c(Cl)cccc1-n1nc(C)c2c(C(=O)NCc3ccccc3)cc(C3CC3)nc21	-3%	-2%	1%
CC(C)Cc1nn2c(=O)cc(COC(=O)c3ccc(NC(=O)C4CCCCC4)cc3)nc2s1	0%	-1%	0%
CCCCOc1ccc(CNC(=O)Cc2ccc(NC(=O)N3CCCCc4ccccc43)cc2)cc1	-4%	4%	-11%
COc1ccc(OC)c(NC(=O)CSC2=Nc3ccccc3C3=NC(CC(=O)NCc4ccc(F)cc4)C(=O)N23)c1 (stereo not drawn)	0%	8%	-12%
Cc1ccccc1CNC(=O)C1CCCCN1S(=O)(=O)c1ccc(F)cc1 (stereo not drawn)	-6%	4%	5%
COc1cccc(Cc2nc3ccccc3nc2SCC(=O)N2CCCc3ccccc32)c1	-6%	4%	0%
Cc1cccc(NC(=O)c2ccc3nc(C(C)C)oc3c2)c1C	1%	-3%	-17%
CC(C)(C)OC(=O)N1CCC(c2c(C(=O)N3CCCCC3)cnn2-c2ccc(F)cc2)CC1	4%	0%	0%

Additional structures:
smiles	Tau fluor counter	Tau FP inhib	Tau ThT inhib
CCOc1ccc(CNC(=O)c2ccc3c(c2)nc2n3CCOC2)cc1OC	-5%	-6%	-5%
COc1ccc(NC(=O)Cn2nc(C)c3c(C)n(-c4ccccc4)nc3c2=O)cc1OC	4%	9%	12%
COc1ccccc1-c1c(C)nn2c(N3CCN(c4ccccc4)CC3)cc(C)nc12	-18%	4%	-17%
Cc1c(CCNC(=O)c2ccco2)sc2nc(-c3ccc(F)cc3)nn12	-9%	-5%	-3%
CSc1ccc(CCNC(=O)c2c(C)nn(-c3ccc(F)cc3)c2-n2cccc2)cc1	-7%	12%	-17%
O=C(NCC(c1ccc2c(c1)OCO2)N1CCOCC1)C(=O)Nc1ccccc1 (stereo not drawn)	-2%	-9%	1%
CCCN1CCN(c2ncc3c(n2)CCN(Cc2ccc(OC)c(OC)c2OC)C3)CC1	1%	4%	-6%
COCCc1nn2c(=O)cc(COC(=O)c3ccc4c(c3)OCO4)nc2s1	-7%	6%	-9%
CCCCN(Cc1cccs1)S(=O)(=O)c1cc(-c2cc(C)no2)ccc1C	-23%	-5%	-1%
O=C(Nc1ccc(C(=O)OCc2cc(=O)n3nc(C4CC4)sc3n2)cc1)c1ccccc1	-11%	-5%	-10%
CC(C)Oc1ccc(CNC(=O)c2ccc3nc(C(C)C)oc3c2)cc1	-12%	3%	-6%
CC1=C(c2ccc(C)c(C)c2)S(=O)(=O)N=C1N1CCC(C(=O)N2CCCCC2)CC1	-7%	-5%	?
COc1ccc(OC)c(CCNC(=O)c2c(C)nn(-c3ccc(F)cc3)c2-n2cccc2)c1	-16%	6%	?
CCOC(=O)c1ccccc1NC(=O)CN1CCCN(Cc2cccc(Cl)c2)S1(=O)=O	-10%	7%	4%
COc1cc(NC(=O)c2cc(C3CC3)nc3c2c(C)nn3-c2ccccc2)cc(OC)c1	?	?	-5%

(next part)
smiles	Tau fluor counter	Tau FP inhib	Tau ThT inhib
CCOc1ccc(C2C(=O)N(C3CCCCC3)CC(=O)N2Cc2ccc(F)cc2)cc1OC (stereo not drawn)	-8%	6%	-10%
COc1ccc(-c2cc(C(=O)NCCc3ccccc3)c3c(-c4ccccc4)[nH]nc3n2)cc1	-7%	-7%	14%
O=C1CC(c2ccccc2)c2c(n3ncnc3[nH]c2=O)N1 (stereo not drawn)	11%	10%	8%
CCN(CC)c1nn2c(=O)c(C(=O)NCc3cccc(C)c3)cnc2s1	-10%	-3%	-5%
Cc1cccc(CCNC(=O)c2ccc3c(c2)nc2n3CCCCC2)c1	-12%	-5%	?
CCCCN(CCCC)S(=O)(=O)c1ccc2oc(C(=O)NCc3ccc(C)cc3)c(C)c2c1	-13%	-7%	-3%
CC(=O)c1ccc(NC(=O)CSc2nc(=O)n(Cc3ccncc3)c3c2CCC3)cc1	-3%	-10%	-7%
CCOc1ccc(-c2c(C)nn3c(C)c(C(=O)NCCc4ccc(Cl)cc4)cnc23)cc1OCC	-24%	6%	?
CCc1ccc(CNC(=O)c2ccc3c(c2)nc2n3CCOC2)cc1	-7%	0%	-5%
CCc1cccc(NC(=O)CN2C(=O)CCc3cc(S(=O)(=O)N4CCOCC4)ccc32)c1	-15%	-3%	2%
COC(=O)C(C)NC(=O)N1CCN(c2nnc(C)c3c(C)n(-c4ccc(Cl)cc4)nc23)CC1 (stereo not drawn)	13%	5%	9%
Cc1oc2c(c1C(=O)Nc1ccc(Cl)cc1F)C1=NCCN1C=N2	-10%	-12%	?
COc1ccc(-c2nnc(SCC(=O)Nc3ccc(C)c(C)c3)s2)cc1	3%	-2%	?
CCOc1ccc(NC(=O)CSc2cc(C)c3ccccc3n2)cc1	-13%	-12%	-5%
COc1ccc(NS(=O)(=O)c2cc3c4c(c2)CC(=O)N4CCC3)cc1Cl	-12%	-6%	1%

Five records drawn at random from those above, as already listed:
smiles	Tau fluor counter	Tau FP inhib	Tau ThT inhib
CCCCN(CCCC)S(=O)(=O)c1ccc2oc(C(=O)NCc3ccc(C)cc3)c(C)c2c1	-13%	-7%	-3%
CCOc1ccc(NC(=O)CSc2cc(C)c3ccccc3n2)cc1	-13%	-12%	-5%
COc1ccc(-c2nnc(SCC(=O)Nc3ccc(C)c(C)c3)s2)cc1	3%	-2%	?
COc1ccc(NS(=O)(=O)c2cc3c4c(c2)CC(=O)N4CCC3)cc1Cl	-12%	-6%	1%
O=C1CC(c2ccccc2)c2c(n3ncnc3[nH]c2=O)N1 (stereo not drawn)	11%	10%	8%

Structural class, the entries above containing an NH in an aromatic ring (2)
smiles	Tau fluor counter	Tau FP inhib	Tau ThT inhib
COc1ccc(-c2cc(C(=O)NCCc3ccccc3)c3c(-c4ccccc4)[nH]nc3n2)cc1	-7%	-7%	14%
O=C1CC(c2ccccc2)c2c(n3ncnc3[nH]c2=O)N1 (stereo not drawn)	11%	10%	8%

Continued.
smiles	Tau fluor counter	Tau FP inhib	Tau ThT inhib
COc1ccc(-c2cccc(NS(=O)(=O)c3cc(C)c(Cl)cc3C)c2)nn1	?	-9%	-7%
COc1ccc(NC(=O)CN2CCN(c3ccccc3F)CC2)c(OC)c1	1%	0%	4%
Cc1cc(C)c(/C=C/c2onc(C)c2S(=O)(=O)N2CCC(C(=O)NCC(C)c3ccccc3)CC2)c(C)c1 (stereo not drawn)	-14%	-7%	-9%
CC(=O)c1ccc(NS(=O)(=O)c2ccc(-c3cnc(C4CC4)o3)cc2)cc1	-29%	-16%	-10%
O=C(CN1C(=O)C2(SCC(=O)N2c2cccc(Cl)c2)c2ccccc21)NCc1ccccc1 (stereo not drawn)	-24%	-5%	0%
COc1ccccc1NC(=O)CCn1c(=O)oc2cc(Cl)ccc21	-6%	-2%	-2%
CSc1cccc(NC(=O)C2CCCN(C(=O)c3cnn(-c4ccc(F)cc4)c3-n3cccc3)C2)c1 (stereo not drawn)	?	-2%	-11%
CCOC(=O)c1noc2ncn(CC(=O)Nc3ccc(OC)c(Cl)c3)c(=O)c12	-6%	0%	-3%
O=C(Nc1c(C(=O)N2CCN(c3ccccc3)CC2)oc2ccccc12)c1ccco1	?	1%	?
COc1ccc(N2CCN(CCCNC(=O)c3cnn(-c4ccc(C)cc4)c3-n3cccc3)CC2)cc1	-18%	?	?
COc1ccc2c(c1)c1c(c(=O)n(-c3ccccc3C)c(=O)n1C)n2C	6%	2%	5%
CCC1CCCCN1S(=O)(=O)c1cc2c3c(c1)CC(=O)N3CCC2 (stereo not drawn)	-6%	?	0%
O=C(CN1CCSc2ccccc21)N1CCN(c2cccc(Cl)c2)CC1	-27%	12%	?
Cc1cccc(C(=O)N(Cc2nc(-c3ccc(Cl)cc3)no2)C(C)C)c1	-2%	8%	-7%
COc1ccc(CNC(=O)c2cnc3sc(N4CCCC4)nn3c2=O)c(OC)c1	2%	-5%	4%

More results follow:
smiles	Tau fluor counter	Tau FP inhib	Tau ThT inhib
COc1ccc2oc(=O)c(-c3cn4c(n3)sc3cc(F)ccc34)cc2c1	-18%	-9%	-16%
CCOC(=O)C(CC)N1CCN(Cc2ccc(F)cc2)C(=O)C1=O (stereo not drawn)	1%	-3%	5%
Cc1ccc(NC(=O)C2CCN(S(=O)(=O)c3ccc4c(c3)CCCN4C(=O)C3CCC3)CC2)cc1	-5%	-8%	-5%
CC(=O)N1CCCc2cc(S(=O)(=O)N(C)CC(=O)Nc3ccc(C(C)C)cc3)ccc21	-13%	2%	-2%
Cc1cccc(OCCn2c(SCC(=O)O)nc3ccccc32)c1	12%	8%	3%
CCN(CC)C(=O)C1CCCN(c2ncnc3c2c(-c2ccccc2)cn3-c2cccc(C)c2)C1 (stereo not drawn)	-6%	-1%	-14%
CCOC(=O)c1noc2ncn(CC(=O)Nc3cccc(C(F)(F)F)c3)c(=O)c12	-8%	-11%	8%
COc1ccccc1Cn1c(CNS(=O)(=O)c2ccc3c(c2)CCCC3)nc2cccnc21	-8%	5%	-6%
O=C(CN1C(=O)C2(SCC(=O)N2c2cccc(F)c2)c2ccccc21)NCCc1ccccc1 (stereo not drawn)	-12%	-4%	3%
Cn1c(C(=O)NCc2cccc(F)c2)cc2cc(S(=O)(=O)N3CCCCC3)ccc21	-23%	-2%	5%
Cc1ccc(Nc2ccc(N3CCN(C(=O)c4cccc([N+](=O)[O-])c4)CC3)nn2)cc1	?	0%	?
Cc1cc(O)c(C(c2ccc(Cl)cc2)N2CCN(c3ccccc3)CC2)c(=O)n1Cc1ccco1 (stereo not drawn)	-11%	-9%	?
CCCS(=O)(=O)N1CCCC(C(=O)NCCCOC)C1 (stereo not drawn)	-25%	-14%	-12%
COc1ccc(NC(=O)CSc2nc(-c3ccccc3)nc3cc(=O)[nH]n23)cc1	-2%	2%	1%
COc1cccc(NC(=O)N2CCN3CCCCC3C2)c1 (stereo not drawn)	-3%	-9%	-6%

(next part)
smiles	Tau fluor counter	Tau FP inhib	Tau ThT inhib
O=C(NC1CCCC1)c1ccc2c(c1)N(Cc1ccccc1F)C(=O)c1ccccc1S2	-1%	-5%	4%
CC1=C(c2ccc(F)cc2)S(=O)(=O)NC1=NCc1ccccc1Cl	-12%	-2%	-4%
Cc1ccc(C)c(N2CCN(S(=O)(=O)c3ccc4c(c3)C(C(C)C)C(=O)N4)CC2)c1 (stereo not drawn)	?	?	-8%
COCCNC(=O)CN1C(=O)CCn2nc(-c3cn(C)c4ccccc34)cc21	3%	-6%	2%
COc1ccc(-n2c(=O)c3c(c4cc(OC)ccc4n3C)n(C)c2=O)cc1	-2%	-6%	5%
C=Cc1ccc(Cn2c(=O)cc(C)c3c(C)nn(-c4ccccc4)c32)cc1	-13%	-15%	-5%
CNC(=O)c1sc2ncccc2c1-n1cccc1	-6%	-1%	1%
O=C(Cn1c(=O)ccc2cc(S(=O)(=O)N3CCCC3)ccc21)Nc1ccccc1	-2%	-13%	1%
CCOc1ccc(S(=O)(=O)Nc2ccc(-c3ccc(OC)nn3)cc2)cc1	?	-1%	?
Cc1ccc(-c2cc(C(F)(F)F)n3nc(C(=O)NCC45CC6CC(CC(C6)C4)C5)cc3n2)cc1	3%	2%	6%
O=C1C(c2ccc(F)cc2)N(CCc2ccccc2)C(=O)CN1C1CCCCCC1 (stereo not drawn)	-2%	1%	-3%

Some of the compounds tested, so the mix of outcomes need not match the whole.
